High-throughput results from PubChem BioAssay.
Akt phos inh: inhibitors of Akt phosphorylation. Neuro2A IGF-stimulated pAkt S473 HTRF, 20 min; active compounds read low. activity change, % for hits at 50 µM. hit rate 0.32% among 360,000. AID 651550; in the data active means activity change below about -80%; inconclusive means mostly about -51% to -80%; further: on the % scale 0 is the no-effect control and ±100 the full control effect
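Neuro2A cells (4,500/well, DMEM with 0.5% FBS) were treated with compound at a single 50 µM final concentration, stimulated with 6 nM IGF for 20 min at 37 °C, and lysed. Phospho-Akt Ser473 was read by HTRF as 665/615 ratio ×10^4.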
aSyn rescue: alpha-synuclein toxicity inhibition in yeast; Yeast expressing alpha-synuclein, growth rescue, BacTiter-Glo, 24 h; Potency, µM (series often up to 46.1 µM), for inactives: top-dose growth rescue (activation), hits mostly activators; hit rate 0.14% among 370,000; further: potency means the concentration at half of the fitted maximal effect; % of control where 0% means no effect; nearly all actives have a fitted effect of over 65% in size
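Readout is rescue of growth in alpha-synuclein-expressing yeast, so inhibitors of toxicity appear as activators. Growth after 24 hr at 30 deg C in galactose medium is quantified by luminescence.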
Mm-Cpn inhibitor: M. maripaludis TRiC chaperonin inhibition; purified Mm-Cpn ATPase, ADP Transcreener TR-FRET; AID 504842; Potency, µM (series often up to 76.9 µM), for inactives: at the highest dose activity, negative = inhibition, most hits filed as inhibitors; hit rate 0.031% among 330,000; further: potency means the concentration at half of the fitted maximal effect; on the % scale 0 is the no-effect control and ±100 the full control effect; nearly all actives have a fitted effect of over 80% in size
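Measured: ADP formation by purified Mm-CPN. Conditions: 25 nM protein, 10 uM ATP, Tris pH 7.4 with Mg2+, K+ and DTT, 37°C for 30 min. Detection: Transcreener HTRF after 30 min at room temperature.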
PTHR1 agonist: agonists of human PTHR1 parathyroid hormone receptor | hit rate 0.075% among 410,000 | HEK293 GP2 PTHR1 cells, GloSensor cAMP luminescence, 1 h | Potency, µM (top dose mostly 115 µM), without a hit: top-dose activation, actives largely listed as activators | Q03431; further: potency means the concentration at half of the fitted maximal effect; nearly all actives have a fitted effect of over 55% in size; some results filed as inactive show a strong effect at the top dose; inactives centre near -15; many of its hits are not listed in these tables
Target sequence (Q03431 whole entry, looked up): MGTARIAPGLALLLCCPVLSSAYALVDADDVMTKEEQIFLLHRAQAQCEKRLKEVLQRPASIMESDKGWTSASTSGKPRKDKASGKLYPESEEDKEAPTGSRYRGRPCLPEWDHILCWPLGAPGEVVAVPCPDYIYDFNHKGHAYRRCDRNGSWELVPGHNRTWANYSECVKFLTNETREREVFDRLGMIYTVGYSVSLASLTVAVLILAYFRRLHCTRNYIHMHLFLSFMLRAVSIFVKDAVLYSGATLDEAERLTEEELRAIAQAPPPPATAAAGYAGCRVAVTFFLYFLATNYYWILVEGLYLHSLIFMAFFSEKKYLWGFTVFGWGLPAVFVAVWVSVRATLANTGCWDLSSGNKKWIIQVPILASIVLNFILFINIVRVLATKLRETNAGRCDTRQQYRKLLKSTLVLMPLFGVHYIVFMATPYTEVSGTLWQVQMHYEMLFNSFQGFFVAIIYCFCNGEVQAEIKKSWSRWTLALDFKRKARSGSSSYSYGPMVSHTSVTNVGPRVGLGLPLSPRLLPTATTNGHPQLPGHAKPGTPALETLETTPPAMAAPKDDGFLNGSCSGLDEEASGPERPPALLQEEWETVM
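HEK-293-derived GP2 cells expressing PTHR1 and a GloSensor cAMP reporter, 3,000/well, plated overnight, given luciferin plus IBMX (each 0.5 mM as added) for 1 h at 37 °C, then compound for 1 h at 37 °C. Luminescence was read after 15 min at room temperature.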
FUS suppressor: suppressors of FUS proteinopathy in yeast | hit rate 0.24% among 390,000 | Potency, µM (series often up to 76.6 µM), for inactives: top-dose growth rescue (activation), hits mostly activators | S. cerevisiae FUS-expressing, growth rescue, OD600, 24 h;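 further: potency means the concentration at half of the fitted maximal effect; plate controls were DMSO vehicle for no effect and reference control for full effect; nearly all actives have a fitted effect of over 55% in size; some results filed as inactive show a strong effect at the top dose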
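S. cerevisiae expressing FUS from galactose induction served as the toxicity model. Growth after 24hr at 30C, read as absorbance at 600 nm, indicates suppression of toxicity; compounds dosed at several concentrations.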
GLP1R cytotox: cytotoxicity counter-screen for GLP-1 receptor inverse agonists; HEK293 cAMP-luciferase reporter cells, luminescence, 24 h; Potency, µM (top dose mostly 38.3 µM), without a hit: top-dose activity change, negative = inhibition, hits mostly inhibitors; hit rate 0.13% among 410,000; AID 624418;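 further: loss of luciferase light is scored as toxicity; potency means the concentration at half of the fitted maximal effect; on the % scale 0 is the no-effect control and ±100 the full control effect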
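MLSMR compounds, 24 hr on cells at 37 deg C/5% CO2; luminescence after luciferase reagent (12 min RT). Inhibition counted as the undesired cytotoxic outcome.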
GLP1R inv ag: inverse agonists of human GLP-1 receptor; HEK293 GLP-1R CRE-luciferase, luminescence, 24 h; GLP-1R form is constitutively active; P43220; hit rate 1.6% among 410,000; Potency, µM (top dose mostly 38.3 µM), for the others: at the highest dose activity change, negative = inhibition, most hits filed as inhibitors; further: potency means the concentration at half of the fitted maximal effect; on the % scale 0 is the no-effect control and ±100 the full control effect; nearly all actives have a fitted effect of over 55% in size
Target sequence (P43220 whole entry, looked up): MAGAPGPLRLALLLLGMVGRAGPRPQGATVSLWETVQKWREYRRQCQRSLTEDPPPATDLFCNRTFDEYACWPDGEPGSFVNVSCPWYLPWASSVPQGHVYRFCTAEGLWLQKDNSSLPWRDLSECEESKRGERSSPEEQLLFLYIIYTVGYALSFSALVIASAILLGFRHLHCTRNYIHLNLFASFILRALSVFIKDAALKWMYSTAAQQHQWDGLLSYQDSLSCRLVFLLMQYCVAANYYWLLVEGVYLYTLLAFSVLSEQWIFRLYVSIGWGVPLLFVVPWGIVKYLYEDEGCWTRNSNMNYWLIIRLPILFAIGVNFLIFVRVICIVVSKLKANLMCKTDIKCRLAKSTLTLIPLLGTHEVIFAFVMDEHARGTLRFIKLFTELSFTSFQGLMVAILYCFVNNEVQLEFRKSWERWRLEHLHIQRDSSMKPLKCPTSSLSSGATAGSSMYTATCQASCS
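HEK293 cells stably co-expressing constitutively active GLP-1R and a cAMP-responsive luciferase reporter were seeded in DMEM with 10% Nu serum, given compounds after 12 h, and incubated 24 h at 37 deg C. Luminescence was then read.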
TDP43 rescue: TDP-43 toxicity inhibition in yeast. TDP-43 expressing yeast growth rescue, BacTiter-Glo, 24 h. Potency, µM (top dose mostly 46.1 µM), without a hit: top-dose growth rescue (activation), most hits filed as activators. hit rate 1.8% among 410,000; further: potency means the concentration at half of the fitted maximal effect; % of control where 0% means no effect; nearly all actives have a fitted effect of over 50% in size
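Yeast expressing TDP-43 (pregrown in raffinose, seeded at OD600=0.02 in galactose medium) exposed to compounds 24 hr at 30 deg C. Growth read by BacTiter-Glo luminescence; rescue of toxicity appears as increased signal.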
Abeta yeast res: A-beta toxicity reversal in yeast; Potency, µM (highest dose often 46.1 µM), without a hit: at the highest dose growth rescue, actives largely listed as activators; yeast expressing A-beta42, growth rescue, OD600, 48 h; response scale: 0% DMSO, 100% iron-clioquinol control; hit rate 0.063% among 410,000; further: potency means the concentration at half of the fitted maximal effect; nearly all actives have a fitted effect of over 55% in size
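Yeast A-beta toxicity model in growth medium with pinned compounds, 48 h at 30 C; growth read as absorbance at 600 nm. Normalized to FeCl3/clioquinol equimolar mix (positive) and DMSO (negative).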
* marks the source's active call; other numbers are inactive results; i = inactive; ? = inconclusive; nt = no result given; [ ] = another dose, or the depositor's remark. Unless noted, the call rests on the fitted dose curve; in most records, active means well fitted curve in the direction sought with a large enough effect; inconclusive means small, poorly fitted or top-dose-only effect, or another doubt; inactive means no such curve, though single readings can be large; an effect the other way counts as inactive or inconclusive. Not all compounds are listed; the hit share may differ from the screen's.

Below each compound – aSyn rescue	Akt phos inh	FUS suppressor	TDP43 rescue	PTHR1 agonist	GLP1R cytotox	Abeta yeast res	Mm-Cpn inhibitor	GLP1R inv ag
> O=C(NCCCN1CCCC1=O)c1cn(-c2ccccc2)nc1-c1ccccc1
  6%	i	22%	14%	-23%	-18%	18%	2%	?
> C=CCN=Cc1c(C)[nH]n(-c2ccccc2)c1=O
  3%	i	nt	0%	i	-1%	-15%	1%	-21%
> C=CCOc1ccc(C=Nc2cccc(Cl)c2)c(O)c1
  -11%	i	-11%	3%	-9%	-16%	-1%	-3%	9%
> Cn1cccc1C(=O)NNC(=O)COc1ccc(Br)cc1
  -1%	i	-31%	-7%	i	-10%	-2%	2%	1%
> CC1(C)C2CCC(C2)C1(C)NC(=O)CN1CCOCC1 (stereo unspecified)
  -4%	i	-3%	0%	-16%[57.5 µM]	-9%	8%	1%	6%
> Cc1ccc(C(=O)OCC(=O)Nc2ncc(Cl)cc2Cl)cc1NC(=O)c1ccco1
  -1%	i	61%	0%	i	7%	2%	-6%	-1%
> O=C(CSc1ncnc2nc[nH]c12)c1ccc2ccccc2c1
  5%	i	7%	15%	-6%[57.5 µM]	-4%	-3%	-4%	13%
> CCOC(=O)c1c(C)n(C)c2ccc(OCC(O)CNC(CC)CO)cc12 (stereo unspecified)
  7%	i	-6%	12%	i	?	19%	-1%	?
> COCCOC(=O)c1c(C)oc2ccc(OC(=O)c3ccco3)cc12
  -19%	i	19%	?	i	-12%	-10%	-1%	13%
> CCOC(=O)C1CCN(c2ccc(C(=O)O)cc2[N+](=O)[O-])CC1
  4%	i	-1%	12%	-25%	-4%	16%	0%	34%
> CC(=O)Nc1cccc(-c2ccnc3c2CC(C(=O)NCc2cccc(Cl)c2)O3)c1 (stereo unspecified)
  -6%	i	-4%	10%	-14%	-13%	-18%	nt	?
> CCC1(c2ccccc2)NC(=O)N(CC(=O)Nc2ccccc2C(=O)NC2CCCC2)C1=O (stereo unspecified)
  1%	i	19%	18%	i	-1%	11%	2%	1%
> COc1cc(OC)cc(C(=O)Nn2cc(C(=O)N3CCN(C)CC3)c3ccccc3c2=O)c1
  -5%	i	-19%	6%	i	-17%	8%	0%	9%
> CC(=O)N1c2ccccc2C(CBr)=CC1(C)C
  -1%	i	28%	-1%	i	15%	7%	0%	-11%
> COc1cccc(C2Nc3ccccc3C(=O)N2c2ccc(F)cc2)c1O (stereo unspecified)
  3%	i	-9%	13%	i	-15%	1%	0%	23%
> Cc1cccc(NC(=O)CN2C(=O)CCn3nc(-c4cccn4C)cc32)c1C
  nt	nt	22%	?	-12%	5%	-7%	nt	16%
> O=C(CCNC(=O)c1ccc(Br)cc1)NCc1ccncc1
  1%	i	4%	26%	i	-3%	17%	0%	11%
> O=C(Nc1cccc(Cl)c1)c1cc2c(=O)n3ccccc3nc2s1
  2%	i	25%	12%	i	-5%	9%	-11%	8%
> CCOC(=O)Cn1c(=O)oc2cc(S(=O)(=O)NCCC(C)C)ccc21
  0%	i	-7%	6%	-67%[inhibitor]	12%	-14%	2%	-11%
> O=C(CS(=O)(=O)Cc1ccccc1)NCc1ccccc1Cl
  18%	i	3%	0%	7%	-5%	-8%	0%	?
> CN(C(=O)c1cc(C(=O)N(C)c2ccccc2)cc([N+](=O)[O-])c1)c1ccccc1
  -1%	i	9%	24%	i	-9%	20%	0%	7%
> COc1ccc(C(=O)C2CCCN(C(=O)c3ccnn3C)C2)c(C)c1 (stereo unspecified)
  0%	i	11%	0%	i	8%	21%	-3%	-27%
> Cc1c(C(=O)Nc2ccc(Br)cc2F)oc2ccc(S(=O)(=O)N3CCC4(CC3)OCCO4)cc12
  nt	nt	-1%	30%	-43%	4%	-14%	nt	0%
> O=C(CSc1cccc[n+]1[O-])Nc1ccc(Br)cc1Br
  0%	i	11%	-11%	-3%	6%	-4%	2%	11%
> Cc1cccc(NC(=O)CSc2nc(=O)n(Cc3ccccn3)c3c2CCC3)c1C
  nt	nt	16%	0%	i	-5%	-7%	nt	5%
> O=C(NC1(Cc2ccccc2)CCN(Cc2ccc(-c3ccccc3)cc2)C1=O)c1ccccc1 (stereo unspecified)
  5%	i	?	?	-49%[inhibitor]	2%	6%	1%	?
> COc1cccc(-c2cc(C(=O)NCc3ccc(Cl)cc3)no2)c1
  1%	i	16%	-4%	i	-9%	17%	-1%	-8%
> COc1ccc(-c2cc(C(=O)Nc3cc(C)n(Cc4ccc(Cl)cc4)n3)no2)cc1OC
  0%	i	22%	-20%	i	-11%	-1%	-4%	0%
> CCN(CC)S(=O)(=O)c1ccc(C)c(NC(=O)CN2C(=O)NC3(CCCC3)C2=O)c1
  1%	i	3%	4%	i	1%	-2%	1%	-2%
> CCc1ccc(C#CC2=CC(=O)CC(C)(C)C2)cc1
  10%	i	8%	?	-32%[inhibitor]	-20%	-13%	nt	-22%
> COC(=O)[C@@]12C[C@@H](CC(=O)NCc3ccc(C)o3)C(=O)N(CCc3ccc(OC)c(OC)c3)C1=CCC(C)(C)C2
  9%	i	?	-2%	-77%[inhibitor]	1%	-8%	nt	-18%
> CN(C)CCCN=Cc1c(-c2ccccc2)[nH]n(-c2nc3ccccc3s2)c1=O
  -7%	i	17%	-4%	-5%	-19%	-4%	-5%	6%
> CN(C(=O)c1ccc2ccccc2c1)c1ccccn1
  -2%	i	-7%	-17%	-18%	9%	-12%	1%	7%
> CC(=O)Nc1ccc(NC(=O)C(C)OC(=O)c2ccc(N(C)C)cc2)cc1 (stereo unspecified)
  -3%	i	-1%	11%	-7%	5%	-22%	0%	-7%
> Cc1cc(S(=O)(=O)NCCCN2CCOCC2)c(Cl)cc1Cl
  -2%	i	29%	-15%	-10%	-2%	4%	0%	-11%
> CO/N=C(\Cn1ncc(NC2CCCCC2)c(Br)c1=O)c1ccc(Cl)cc1
  0%	i	6%	28%	-12%	-15%	0%[9.22 µM]	-1%	?
> CCN1CCS/C1=C/C=C/C1=[N+](CC)CCS1
  -3%	i	6%	-7%	-81%[inhibitor]	2%	-14%	-4%	?
> CC1(C)CC(=O)C2=C(C1)OC(N)=C(C#N)C2C1C=CCCC1 (stereo unspecified)
  -11%	i	9%	9%	i	-3%	8%	2%	4%
> CC(=O)NC(Cc1c[nH]c2ccccc12)C(=O)NCCc1ccccn1 (stereo unspecified)
  0%	i	12%	-13%	i	?	-16%	-1%	6%
> COc1ccc(-n2c(=O)c3c4c(sc3n(Cc3ccccc3)c2=O)CCC4)c(OC)c1
  nt	nt	27%	4%	i	-7%	10%	nt	?

Compounds from the list above containing a furan ring, fused or not:
Below each compound – aSyn rescue	Akt phos inh	FUS suppressor	TDP43 rescue	PTHR1 agonist	GLP1R cytotox	Abeta yeast res	Mm-Cpn inhibitor	GLP1R inv ag
> Cc1ccc(C(=O)OCC(=O)Nc2ncc(Cl)cc2Cl)cc1NC(=O)c1ccco1
  -1%	i	61%	0%	i	7%	2%	-6%	-1%
> COCCOC(=O)c1c(C)oc2ccc(OC(=O)c3ccco3)cc12
  -19%	i	19%	?	i	-12%	-10%	-1%	13%
> Cc1c(C(=O)Nc2ccc(Br)cc2F)oc2ccc(S(=O)(=O)N3CCC4(CC3)OCCO4)cc12
  nt	nt	-1%	30%	-43%	4%	-14%	nt	0%
> COC(=O)[C@@]12C[C@@H](CC(=O)NCc3ccc(C)o3)C(=O)N(CCc3ccc(OC)c(OC)c3)C1=CCC(C)(C)C2
  9%	i	?	-2%	-77%[inhibitor]	1%	-8%	nt	-18%

(more compounds)
Below each compound – aSyn rescue	Akt phos inh	FUS suppressor	TDP43 rescue	PTHR1 agonist	GLP1R cytotox	Abeta yeast res	Mm-Cpn inhibitor	GLP1R inv ag
> O=C(CSc1ccccc1)Nc1ccc(NC(=O)c2ccco2)cc1
  2%	i	9%	-10%	i	7%	-5%	-2%	3%
> COc1ccc(S(=O)(=O)Nc2cccc(S(=O)(=O)N3CCCC3)c2)cc1OC
  -9%	i	4%	-7%	i	-2%	-5%	0%	-12%
> Cc1ccc2nsnc2c1NC(=O)c1ccc2c(c1)OCCO2
  -2%	i	1%	-14%	i	?	4%	0%	2%
> O=C(OCc1nc2ccccc2[nH]1)C12CC3CC(CC(C3)C1)C2
  24%	i	19%	-13%	-31%[inhibitor]	2%	18%	3%	-13%
> COC(=O)C(O)(NC(=O)NC(C)=O)C(F)(F)F (stereo unspecified)
  -1%	i	-18%	4%	i	8%	-8%	-2%	1%
> Cc1ccc(NC(=S)Nc2cccc(-c3n[nH]c(=S)o3)c2)cc1
  3%	i	?	7%	i	5%	?	50µM*	5%
> CCOc1ccccc1NC(=O)CN1C(=O)COc2ccc(S(=O)(=O)N3CCCCC3)cc21
  nt	nt	36%	17%	-8%	-6%	10%	nt	?
> CC(=O)Oc1ccc2c(=O)c(-c3ccccc3)coc2c1
  6%	i	6%	10%	-39%[inhibitor]	21%	-4%	-1%	25%
> COc1cc(CNCc2ccccc2C(F)(F)F)cc(OC)c1
  12%	i	-41%	8%	-34%[inhibitor]	-13%	27%	0%	?
> COc1ccc2ccccc2c1C=NN1CCCCC1
  3%	i	-31%	-19%	i	-21%	-2%	nt	-20%
> O=C(CN1c2ccccc2S(=O)(=O)c2ccccc21)Nc1ccccc1F
  -1%	i	37%	5%	15%	-5%	16%	-11%	?
> COc1ccc(-n2cnnc2SCc2ncc(-c3ccccc3)o2)cc1
  1%	i	21%	13%	i	-10%	-9%	-3%	0%
